Coupling enz: counter-screen for Giardia aldolase inhibitors: coupling enzyme system; 290,000 compounds, 0.67% hits; coupling enzyme system counterscreen, AmpLite Red fluorescence; activity change, negative = inhibition, % at 58.2 µM, hits read low; in the data active means activity change below about -30%; further: on the % scale 0 is the no-effect control and ±100 the full control effect
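Fluorescence at 525 nm excitation and 598 nm emission measured inhibition of the coupled detection system without aldolase. Compounds (at 57.5 uM final) were preincubated 10 min at room temperature with coupling enzyme reagent before a 20 min substrate/AmpLite Red step.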
KCNH2 3.1 inh: inhibitors of human KCNH2 3.1 potassium channel isoform; U2OS KCNH2 3.1, thallium flux FluxOr; stronger effect = lower value; activity change, % (tested at about 1.8 µM); 340,000 compounds, 0.95% hits; AID 720553;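 active means maximum activity change below -70%; inconclusive means maximum activity change from -70% to -50%; inactive means maximum activity change above -50%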;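 further: thallium influx rate constant from kinetic fluorescence after stimulation buffer; on the % scale 0 is the no-effect control and ±100 the full control effect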
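FluxOr-based Tl+ influx in U2OS cells transduced with KCNH2 3.1 virus; rate constants normalized to DMSO controls.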
NPC1 prom act: activators of NPC1 promoter; 320,000 compounds, 2.4% hits; AID 485313; Huh7 NPC1 promoter luciferase reporter, 24 h; Potency, µM (series often up to 9.22 µM), inactives show at the highest dose activation, actives largely listed as activators;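 further: potency means the concentration at half of the fitted maximal effect; % of control where 0% means no effect; nearly all actives have a fitted effect of over 60% in size; reporter is driven by a mutant NPC1 promoter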
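Huh7 cells stably carrying NPC1 promoter–luciferase, plated in Opti-MEM with 10% FBS for 2 h, were exposed to compound in DMSO for 24 h at 37 °C; luciferase reagent was added for 10 min and luminescence read.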
Tb PFK inh: blocks T. brucei phosphofructokinase; O15648; T. brucei PFK, ADP-Glo luminescence; 330,000 compounds, 0.17% hits; Potency, µM (highest dose often 57.5 µM), for inactives: at the top dose activity, negative = inhibition, hits mostly inhibitors;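 further: potency means the concentration at half of the fitted maximal effect; 0% = uninhibited 1x PFK enzyme wells and -100% = no-enzyme wells; nearly all actives have a fitted effect of over 60% in size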
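PFK 1.25 nM, F6P 0.5 mM, ATP 0.1 mM, 0.1 M TEA pH 8.0, 5 mM MgCl2, 0.01% Tween20, 0.1% BSA; 45 min RT. ADP-Glo readout. qHTS titration up to 57 uM; curves fitted, compounds curve-classed.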
RORgamma inh: blocks mouse ROR gamma transcriptional activity; P51450; Drosophila S2 Gal4-RORgamma UAS-luciferase reporter, 20 h; Potency, µM (highest dose often 53.6 µM), for inactives: at the highest dose activity change, negative = inhibition, most hits filed as inhibitors; 310,000 compounds, 5.4% hits; further: potency means the concentration at half of the fitted maximal effect; on the % scale 0 is the no-effect control and ±100 the full control effect; nearly all actives have a fitted effect of over 60% in size
Target sequence (P51450 whole entry, looked up, the tested form may be a part): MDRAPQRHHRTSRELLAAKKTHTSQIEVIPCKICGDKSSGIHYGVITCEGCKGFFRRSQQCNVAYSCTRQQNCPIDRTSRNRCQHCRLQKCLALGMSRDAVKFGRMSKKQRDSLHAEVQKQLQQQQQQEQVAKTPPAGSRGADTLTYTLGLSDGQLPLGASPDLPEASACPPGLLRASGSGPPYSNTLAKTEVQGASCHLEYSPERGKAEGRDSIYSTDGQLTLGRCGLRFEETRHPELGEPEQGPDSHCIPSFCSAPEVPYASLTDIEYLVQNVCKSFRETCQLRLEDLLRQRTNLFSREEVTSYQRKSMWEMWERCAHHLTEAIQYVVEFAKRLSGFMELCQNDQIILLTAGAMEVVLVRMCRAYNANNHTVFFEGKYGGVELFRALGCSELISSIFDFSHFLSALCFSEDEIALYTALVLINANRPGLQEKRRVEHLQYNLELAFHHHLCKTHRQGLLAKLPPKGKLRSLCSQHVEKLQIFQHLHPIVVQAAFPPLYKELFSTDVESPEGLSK
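A Gal4/UAS one-hybrid system in insect cells: metallothionein-promoter Gal4–ROR gamma fusion plus Photinus luciferase reporter. Copper sulfate 700 uM final, 20 hr ambient incubation, luminescent detection after 10 min with reagent.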
uPA surface inh: cell surface uPA generation inhibition. 330,000 compounds, 0.31% hits. Potency, µM (doses to about 38.3 µM), for the others: at the highest dose activity change, negative = inhibition, actives largely listed as inhibitors. cell surface uPA generation assay, qHTS. AID 540303; active means well fitted inhibition curve with a large enough effect; inconclusive means small, poorly fitted or top-dose-only effect; inactive means no such curve, though single readings can be large or run the other way; tested in mouse RAW 264.7 cells; further: potency means the concentration at half of the fitted maximal effect; on the % scale 0 is the no-effect control and ±100 the full control effect; nearly all actives have a fitted effect of over 55% in size
Giardia kill: kills Giardia lamblia; Giardia lamblia trophozoite viability; activity change, % at 7.66 µM, hits read low; 340,000 compounds, 0.15% hits; AID 540267; in the data active means activity change below about -80%; inconclusive means between about -30% and that limit;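 further: parasites exposed to compound for two days anaerobically before the ATP read; on the % scale 0 is the no-effect control and ±100 the full control effect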
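Trophozoite viability was measured as ATP-dependent luminescence, read 15-30 min after reagent addition. Before that, parasites at 100 cells/well were exposed to compounds for 48 h, anaerobically, at 37 deg C.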
VP16 counter: Gal4-VP16 reporter inhibition counter-screen. Drosophila S2 Gal4-VP16 UAS-luciferase, luminescence, 20 h. Potency, µM (titrated, usually from 53.6 µM), without a hit: top-dose activity, negative = inhibition, usual class: inhibitors. 310,000 compounds, 3.5% hits. AID 2546;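 further: Gal4-VP16 expression switched on by copper sulfate through the metallothionein promoter; potency means the concentration at half of the fitted maximal effect; on the % scale 0 is the no-effect control and ±100 the full control effect; nearly all actives have a fitted effect of over 50% in size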
Rab9 promoter act: Rab9 promoter activation | Huh7 Rab9 promoter-luciferase reporter, luminescence, 24 h | Potency, µM (doses to about 9.22 µM), without a hit: at the highest dose activation, negative = inhibition, hits mostly activators | 320,000 compounds, 2.8% hits; further: potency means the concentration at half of the fitted maximal effect; % of control where 0% means no effect; nearly all actives have a fitted effect of over 60% in size
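Huh7 cells stably carrying Rab9 promoter–luciferase reporter, plated 1500 cells/well, compound added after 2 h and incubated 24 h at 37 °C; luciferase luminescence then read after 10 min with detection reagent.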
FLuc counter: inhibits or activates purified firefly luciferase, miR-21 counter-screen; purified FLuc, Km substrates, luminescence inhibition; Potency, µM (doses to about 57.5 µM), inactives show at the top dose activity change, negative = inhibition, hits mostly inhibitors; 360,000 compounds, 6.9% hits; AID 588342;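 further: potency means the concentration at half of the fitted maximal effect; plate controls were vehicle for no effect and reference inhibitor for full effect; nearly all actives have a fitted effect of over 55% in size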
Target sequence (P08659 whole entry, looked up): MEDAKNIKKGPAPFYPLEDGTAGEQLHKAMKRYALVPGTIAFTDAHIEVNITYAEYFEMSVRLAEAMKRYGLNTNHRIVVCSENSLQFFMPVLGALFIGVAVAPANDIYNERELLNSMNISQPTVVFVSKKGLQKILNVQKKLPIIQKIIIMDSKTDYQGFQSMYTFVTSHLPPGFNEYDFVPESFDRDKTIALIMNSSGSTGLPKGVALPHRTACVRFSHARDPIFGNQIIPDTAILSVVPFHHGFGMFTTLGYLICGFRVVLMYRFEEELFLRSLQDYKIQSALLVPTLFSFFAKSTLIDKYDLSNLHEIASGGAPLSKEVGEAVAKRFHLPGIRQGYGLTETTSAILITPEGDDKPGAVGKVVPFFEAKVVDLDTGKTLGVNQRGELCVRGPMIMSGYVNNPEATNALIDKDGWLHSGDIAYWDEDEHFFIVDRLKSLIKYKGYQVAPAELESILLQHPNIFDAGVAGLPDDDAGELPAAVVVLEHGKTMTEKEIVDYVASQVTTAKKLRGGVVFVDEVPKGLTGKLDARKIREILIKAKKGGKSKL
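Biochemical qHTS of compounds, final roughly 60 µM downward over six points, against 10 nM purified firefly luciferase using Km concentrations of substrates (10 uM D-luciferin, 10 uM ATP) in Tris acetate pH 7.5 buffer; luminescence output.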
ELG1 genotox: genotoxicity induction in ELG1-luciferase HEK293T cells; HEK293T ELG1-luciferase reporter, luminescence, 16 h; Potency, µM (titrated, usually from 46 µM), for the others: at the highest dose activity change, positive = activation, actives largely listed as activators; 330,000 compounds, 1.3% hits; further: potency means the concentration at half of the fitted maximal effect; % of control where 0% means no effect; nearly all actives have a fitted effect of over 60% in size
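After overnight (16 hr) compound treatment at 37 °C, ELG1-luciferase HEK293T cells were lysed with ONE-Glo; luminescence quantified 30 min later at room temperature.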
An asterisk follows results filed as active; ? = inconclusive; . = not tested or not shown; & = joins results of further samples; [ ] = dose if it differs, or a comment. Unless noted, the call rests on the fitted dose curve; in most records, active means well fitted curve in the direction sought with a large enough effect; inconclusive means small, poorly fitted or top-dose-only effect, or another doubt; inactive means no such curve, though single readings can be large; an effect the other way counts as inactive or inconclusive.

Second line of a record – Coupling enz	KCNH2 3.1 inh	NPC1 prom act	Tb PFK inh	RORgamma inh	uPA surface inh	Giardia kill	VP16 counter	Rab9 promoter act	FLuc counter	ELG1 genotox
> Cc1ccc(-n2ccn(CC(=O)NCCc3ccccc3)c(=O)c2=O)cc1C
 : 6	-50	17%	0%	0%	11%	?	-8%	21%	-11%&-6%	3%[9.26 µM]
> O=c1c(=Nc2ccccc2O)c(=O)c2ccccc12
 : -15	1	?	8%	-15%	-8%	5	?	3.5µM*	-19%	?
> Cc1cc(-c2ccccc2)[nH]c(=O)c1S(=O)(=O)c1ccccc1
 : 0	7	1%	1%	6%	-3%	0	-1%	12%	2%	-3%
> Cc1cc(Cl)c(S(=O)(=O)N2CCSCC2)cc1OCC(=O)NC1CCCCC1
 : 1	0	-19%	-6%	43%	-12%	-16	11%	-13%	3%	-16%
> CC(=O)N1CCN(S(=O)(=O)c2cccc(C(=O)Nc3ccccc3N3CCOCC3)c2)CC1
 : 2	5	6%	-1%	-14%	-7%	-10	-12%	-5%	-2%	3%
> O=C(NCC(c1ccco1)N1CCCCC1)c1cccnc1 (stereo not given)
 : .	-6	-3%	18%	.	16%	12	.	-12%	-1%	-2%
> O=C(Nc1ccc(Cl)cn1)c1ccc2ccccc2n1
 : -2	-6	?	0%	16%	0%	5	0%	?	1.5µM*	?
> CC(C)OC(=O)c1cccnc1SCC(=O)N(C)c1ccccc1
 : 4	-6	-4%	-1%	37%	.	0	-2%	15%	1%	-1%
> O=C(NCC(O)c1ccc([N+](=O)[O-])cc1)Nc1ccccc1 (stereo not given)
 : 2	-22	-1%	-16%	1%	-21%	-9	2%	4%	-2%	-1%
> CCOC(=O)C1/C(=N\O)CC(C)(O)C(C(=O)OCC)C1c1ccc(OC)c(OC)c1 (stereo not given)
 : 0	4	3%	5%	0%	4%	-1	-5%	2%	4%	0%
> COc1ccc(OC(C)c2ccc(C#N)c(=O)[nH]2)cc1 (stereo not given)
 : 6	2	2%	0%	12%	-1%	-18	5%[10 µM]	-2%	-2%	-2%
> Cc1ccc2c(c1)N(C)/C(=C/c1cccc[n+]1CCO)S2
 : 1	12	-14%	-1%	23%	?	10	-17%	-24%	4%	-7%
> CCc1ccc(-c2cc(C)no2)cc1S(=O)(=O)Nc1ccc(Cl)cn1
 : .	7	1%	-1%	15%	-5%	13	4%	-3%	-4%	0%
> CCCCN(C)C(=O)c1nc2ccccn2c1CN1CCN(c2ncccn2)CC1
 : 0	1	-2%	1%	10%	4%	-3	4%	-2%	0%	2%
> CC(C)(C)/C(O)=C(/C#N)c1nc2ccccc2[nH]1
 : -1	28	0%	-1%	11µM*	-1%	-9	?	-2%	-15%	-12%
> Cc1ccc(C)c(NC(=S)N(Cc2cccc(Br)c2)CC2CCC(C(=O)O)CC2)c1 (stereo not given)
 : 0	29	0%	-1%	20%	5%	0	2%	1%	-19%	2%
> COc1ccc(OC)c(/C=C/C(=O)N2C(=O)c3cccc(N)c3C2=O)c1
 : 1	-9	-10%	-21%	?	-9%	-2	?	-3%	-3%	-21%
> O=C1CC(c2ccc(Cl)cc2)SC(N(c2ccccc2)c2ccccc2)=N1 (stereo not given)
 : 14	22	0%	4%	15%	-3%	14	-3%	1%	-4%	-2%
> O=C(NCCCn1ccnc1)/C(=C\c1ccccc1Cl)NC(=O)c1ccccc1
 : .	-18	-3%	-6%	-5%	-2%	-4	3%	-3%	3%	3%
> OC(COCc1cccs1)CN1CCN(c2ccccc2Cl)CC1 (stereo not given)
 : 0	-83*	-2%	-7%	-22%	10%	-8	1%	2%	7%	0%
> O=C(Nc1ccccc1)/C(=C1\CCCN1)[N+](=O)[O-]
 : 2	10	2%	2%	13%	0%	10	1%	11%	-6%	9%
> Cc1ccc(C(=O)O)c(C(=O)Nc2nc(C)cs2)c1
 : -4	-5	0%	-3%	-3%	.	-2	-8%	-1%	-1%	1%
> Cc1nnc(NC(=O)c2cccc(F)c2)s1
 : 15	7	2%	8%	?	6%	3	-6%	1%	?	14%
> O=S(=O)(c1ccc(Cl)cc1)n1ccc2cccnc21
 : -8	5	-3%	3%	24%	-3%	-3	3%	-7%	3%	-1%
> CCOc1c2ccoc2nc2c(OC)c(OC)ccc12
 : -11	-6	14%	2%	5%	?	-18	-1%	21%	21µM*	?
> C[C@H](CO)N1C[C@H](C)[C@@H](CN(C)S(=O)(=O)c2cccs2)Oc2c(NC(=O)C3CC3)cccc2C1=O
 : .	12	.	-3%	.	9%	11	.	.	.	1%
> CCOc1ccc(NC(=O)COC(=O)c2ccc3c(c2)C(=O)N(CCc2ccccc2)C3=O)cc1
 : 1	-15	-4%	2%	-27%	19%	5	?	2%	?	1%
> O=C1CC(c2cccc([N+](=O)[O-])c2)c2cc3c(cc2N1)CCC3 (stereo not given)
 : -3	-8	-10%	1%	34%	?	-13	?	3%	0%	-6%
> O=C1CSC(=Nc2cccc([N+](=O)[O-])c2)N1
 : -1	-1	-1%	1%	9%	-3%	-8	7%	0%	-1%	0%
> COc1cccc(C(O)CC(N)=O)c1 (stereo not given)
 : 2	-23	-6%	-4%	-18%[10 µM]	9%	-8	0%	8%	2%	0%
> CCN1CCCC1CNC(=O)C(=O)Nc1ccc(OC)cc1 (stereo not given)
 : 0	-18	-3%	-7%	-26%	-13%	7	3%	-1%	1%	1%
> OC(COc1ccccc1)CN1CCOCC1 (stereo not given)
 : -3	19	-6%	3%	-23%	0%	-3	11%	7%	12%	1%
> COC(=O)C1CSC(c2ccc(Cl)cc2)N1C(=O)c1ccccc1 (stereo not given)
 : 1	-2	-9%	1%	34%	-10%	21	3%[10 µM]	0%[1.84 µM]	0%	-3%
> CN1c2ccccc2C(=O)/C(=C\Nc2ccc(F)cc2F)S1(=O)=O
 : 0	-5	2%	3%	-18%	0%	2	8%	-1%	2.4µM*	0%
> CC(Oc1ccc(Cl)cc1Cl)C(=O)Nc1cccc(O)c1 (stereo not given)
 : -2	-2	0%	1%	8%	4%	6	-8%[10 µM]	-4%	17µM*	17%
> Cc1nc[nH]c(=O)c1Br
 : 1	4	-2%	0%	1%	-12%	-4	-8%	-1%	1%	0%
> C=CCn1c(C)cc(C(=O)COC(=O)c2cncc(Br)c2)c1C
 : .	3	24%	-3%	.	1%	-8	.	?	1.9µM*	14%
> COc1cccc(NC(=O)CN(C)C(C)C(=O)Nc2cc([N+](=O)[O-])ccc2Cl)c1 (stereo not given)
 : 1	4	12%	-10%	12%	-2%	-2	17%	10%	0%	-6%
> Cn1c(=O)[nH]c(=O)c2c1nc(N1CCCCCC1)n2CCCSc1nnnn1-c1ccccc1
 : 2	.	-2%	-1%	?	.	.	-5%	-9%	0%	1%
> COc1ccc(N(CC(=O)NCc2cccnc2)S(=O)(=O)c2ccccc2[N+](=O)[O-])c(OC)c1
 : 1	3	-5%	-4%	3%	-1%	-1	2%	-17%	2%	-4%
> Cc1c(CC(=O)O)c(=O)oc2cc(OCc3ccc(F)cc3Cl)ccc12
 : -5	-13	-1%	-12%	-12%	-15%	10	4%	3%	17µM*	6%
> CCOc1ccc(OCC)c(NC(=O)C2CCN(c3cnccn3)CC2)c1
 : .	13	12%	0%	-23%	-20%	14	-3%	-4%	1%&1%	0%
> Cc1ccccc1N/C(SCc1ccc(Cl)cc1)=C(/C#N)C(=O)NCc1ccco1
 : 1	-12	-6%	-5%	-41%	.	-7	-7%	6%	1%	0%
> Cc1cc(=O)oc2ccc(OCC(=O)N(Cc3ccc(F)cc3)Cc3ccco3)cc12
 : 7	-23	-2%	5%	?	-9%	-3	?	-3%	-3%	-35%[inhibitor]
> CCSc1nnc(NC(=O)C2C3C=CC(C3)C2C(=O)O)s1 (stereo not given)
 : 3	1	0%	-1%	-32%	.	-5	7%	-2%	-2%	-5%
> Nc1ccccc1-c1nnn(CC(=O)Nc2ccc3c(c2)OCCO3)n1
 : .	2	-2%	2%	7%	6%	0	8%	-4%	?	2%
> CC1CCc2sc(C(=O)NCC(c3ccco3)N3CCCCC3)cc2C1 (stereo not given)
 : .	-16	-1%	0%	.	-4%	5	.	-7%	-4%	-9%
> Cc1nn(-c2nnc(C)c(=O)[nH]2)c(C)c1SCC(=O)Nc1ccc(F)cc1
 : 4	-1	-2%	1%	?	-3%	-1	10%	1%	0%	-5%
> COc1ccc(NC(=S)NCCCCCC(=O)C[N+](=O)[O-])cc1
 : 4	8	2%	-1%	4.5µM*	0%	11	?	0%	-5%	0%
> CSc1nnc(-c2ccccc2N=Cc2c(C)[nH]n(-c3ccccc3)c2=O)c(=O)[nH]1
 : 7	10	-2%	7%	?	-2%	-15	-5%	-1%	-11%	-1%
> COc1ccc(C(=O)OCC(=O)Nc2cc(C)on2)c(OC)c1OC
 : 3	8	-2%	0%	-24%	-7%	27	6%	8%	0%	10%

From PubChem BioAssay
